Source: PubChem (National Center for Advancing Translational Sciences (NCATS))
FEN1 inh: inhibitors of human flap endonuclease 1; 0.35% of 390,000 active; AID 588795; Potency, µM (doses to about 114 µM), without a hit: at the highest dose activity change, negative = inhibition, hits mostly inhibitors; Recombinant FEN1 flap cleavage, fluorescence, 15 min; also: nearly all actives have a fitted effect of over 65% in size
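Compounds are tested as a concentration series against 10 nM FEN1; after a 15 min room-temperature preincubation, 50 nM substrate starts cleavage, with plate reads at 0 and 15 min. Normalized responses are fitted by a Hill equation.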
DT40 TDP1 CPT: growth inhibition of DT40 Tdp1-/-;hTDP1 cells with camptothecin (screen for TDP1 inhibitors) | chicken DT40 Tdp1-/-;hTDP1 cells + 20 nM CPT, ATP luminescence, 48 h | AID 686979 | 12% of 420,000 active | Potency, µM (highest dose often 46.2 µM), for the others: at the highest dose activity change, negative = growth inhibition, most hits filed as inhibitors; also: nearly all actives have a fitted effect of over 55% in size
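Chicken DT40 Tdp1-/- cells stably complemented with human TDP1 were seeded at 400 cells/well in medium containing 20 nM camptothecin, exposed to pin-transferred compounds, and grown at 37 °C for at least 48 hr. Viability was read as ATP luminescence.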
KAT2A inh: inhibitors of human GCN5L2 histone acetyltransferase; Potency, µM (series often up to 58.9 µM), inactives show at the top dose activity change, negative = inhibition, hits mostly inhibitors; 0.21% of 390,000 active; AID 504327; Q92830; GCN5L2 HAT assay, ThioGlo1 CoA-SH fluorescence
Target sequence (Q92830 whole entry, looked up): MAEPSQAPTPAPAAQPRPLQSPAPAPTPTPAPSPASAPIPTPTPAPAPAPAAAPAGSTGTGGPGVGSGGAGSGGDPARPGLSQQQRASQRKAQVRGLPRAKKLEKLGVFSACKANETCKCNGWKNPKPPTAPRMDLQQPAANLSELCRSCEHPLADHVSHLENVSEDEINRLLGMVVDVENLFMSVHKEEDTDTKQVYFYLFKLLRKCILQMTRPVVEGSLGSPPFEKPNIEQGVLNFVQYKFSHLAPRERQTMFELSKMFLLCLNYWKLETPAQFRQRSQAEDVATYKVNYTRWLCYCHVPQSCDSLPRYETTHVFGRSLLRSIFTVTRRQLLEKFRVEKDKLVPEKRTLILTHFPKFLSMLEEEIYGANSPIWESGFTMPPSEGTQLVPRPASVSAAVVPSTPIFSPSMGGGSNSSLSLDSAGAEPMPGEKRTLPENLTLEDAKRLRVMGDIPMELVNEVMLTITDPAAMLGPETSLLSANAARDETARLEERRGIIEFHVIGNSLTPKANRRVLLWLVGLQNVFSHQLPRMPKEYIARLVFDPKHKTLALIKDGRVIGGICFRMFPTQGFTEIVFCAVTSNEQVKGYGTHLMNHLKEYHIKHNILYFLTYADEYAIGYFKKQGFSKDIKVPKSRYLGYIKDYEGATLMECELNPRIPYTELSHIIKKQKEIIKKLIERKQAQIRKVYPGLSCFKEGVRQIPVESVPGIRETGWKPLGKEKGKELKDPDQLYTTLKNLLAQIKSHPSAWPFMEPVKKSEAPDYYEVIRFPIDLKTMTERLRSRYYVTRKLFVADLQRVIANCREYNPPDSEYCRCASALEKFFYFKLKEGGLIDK
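Titration-based screen in which CoA formation is detected via maleimide probe ThioGlo1 (50uM) turning fluorescent on thiol reaction; substrates H3(1-25) 75uM and acetyl-CoA 70uM, GCN5L2 20nM, 20 min incubation at room temperature.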
Starred values were filed as active, the others as inactive; ? = inconclusive; . = not tested or not shown; & = joins results of further samples; [ ] = another dose, or the depositor's remark. Calls follow the shape of the dose curve; as a rule, active = well fitted curve in the direction sought with a large enough effect; inconclusive = small, poorly fitted or top-dose-only effect, or another doubt; inactive = no such curve, though single readings can be large; an effect the other way counts as inactive or inconclusive. % is scaled to controls: 0 for no effect and ±100 for the full control effect; potency is read from the fitted curve at half-maximal effect.

Values run as follows: FEN1 inh	DT40 TDP1 CPT	KAT2A inh
- COc1cc(OC)cc(-c2cc3ccccc3c(=O)o2)c1
  0.0%	?	-14.6%
- O=c1[nH]/c(=C\c2ccc([N+](=O)[O-])cc2)c(=O)[nH]/c1=C\c1ccc([N+](=O)[O-])cc1
  5.1%	?	.
- Cc1ccc(S(=O)(=O)Nc2cc(C)c(O)c(S(=O)(=O)c3ccc(C)cc3)c2)cc1
  -17.6%	-5.5%	?
- O=C(C[n+]1cc(-c2ccccc2)n2c1CCCCC2)c1ccc(Br)cc1
  8.8%	20.6µM*	12.6%
- COC(=O)COc1c(Cl)cc(Cl)c2ccc(C)nc12
  -0.6%	-4.5%	-5.9%
- CC(C)(C)N1C(=O)c2ccc(C(=O)NCc3ccco3)cc2C1=O
  -4.4%	-27.9%	-2.5%
- O=C1CC(N2CCN(c3ccccc3)CC2)C(=O)N1Cc1ccc(Cl)cc1 (stereo unspecified)
  -2.2%	?	-17.8%
- COc1ccc(CN2CCN(Cc3cc4ccccc4o3)CC2CCO)cc1C (stereo unspecified)
  15.0%	?	0.7%
- CCN(CC)C(=O)Cn1cc(S(=O)(=O)CC(=O)Nc2ccc(F)cc2)c2ccccc21
  2.5%	-12.1%	.
- CCOC(=O)c1cc(/C(C)=N/OC(=O)c2ccc(Cl)cc2)on1
  9.6%	-1.8%	-34.2%
- CCC(=O)Nc1c2c(nn1-c1cccc(Cl)c1)CSC2
  16.2%	-10.4%	-0.5%
- O=C(/C=C/c1ccco1)Nc1ccccc1N1CCCCC1
  ?	-22.8%	-2.7%
- Nc1nc(C23CC4CC(CC(Cl)(C4)C2)C3)cs1
  8.4%	-19.2%	2.2%
- CCc1noc(C)c1C(=O)NNC(=O)c1nn(CC)c(=O)c2ccccc12
  3.3%	9.1%	0.0%
- CCOC(=O)c1cc(C#N)c(SC(C(=O)N2CCCCC2)c2ccccc2)nc1C (stereo unspecified)
  ?	?	.
- CN(CC(=O)Nc1cccc(F)c1)C(=O)CN1C(=O)NC2(CCCC2)C1=O
  -5.3%	?	-10.0%
- Cc1cc(C(F)(F)F)c2c(n1)sc1c(O)cc(=O)[nH]c12
  -27.3%	-6.9%	-1.6%
- Nc1nc(Nc2cccc(F)c2)nc(NCc2ccco2)c1[N+](=O)[O-]
  ?	-78.6%	2.0%
- CC1CCN(S(=O)(=O)c2ccc3c(c2)N(CC(=O)NCC(C)c2ccccc2)C(=O)CO3)CC1 (stereo unspecified)
  -14.0%	.	-3.1%
- Cc1c(-c2nsc(NC(=O)c3cccs3)n2)nnn1-c1ccc(Br)cc1
  12.8%	?	-26.3%
- CCCCC[C@H](O)/C=C/[C@@H]1[C@@H](C/C=C\CCCC(=O)O)[C@H]2CO[C@@H]1C2
  9.7%	-16.4%	-6.3%&-1.9%
- CN(C)CCN(C(=O)c1ccc(N2C(=O)CCC2=O)cc1)c1nc2cc3c(cc2s1)OCO3
  -19.8%	-13.4%	-4.1%
- COc1ccc(-c2csc(Nc3ncccc3C)n2)cc1OC
  7.8%	?	-6.5%
- CC(C)(C)c1ccc(C(=O)c2c[nH]c(C(=O)NCC3CCCO3)c2)cc1 (stereo unspecified)
  -5.5%	?	1.3%
- Cc1ccc(NC(=O)CCC(=O)N2CCSc3ccccc32)cc1Cl
  -4.8%	16.4µM*	-2.0%
- Cc1ccccc1C(=O)N1CCC(C(=O)Nc2ccc(F)cc2F)CC1
  0.5%	-12.5%	-3.3%
- COc1ccc(C(=O)N/N=C2\SCC(=O)N2Cc2ccc3c(c2)OCO3)c(OC)c1
  7.8%	-6.5%	3.5%
- COc1ccc(CCNC(=O)c2nnn(CC(=O)Nc3c(C)cc(C)cc3C)c2N)cc1OC
  -5.3%	-1.0%	-3.2%
- CC1=CC(=O)CC(C)(C)[C@@]1(O)/C=C/[C@@H](C)O[C@@H]1O[C@H](CO)[C@@H](O)[C@H](O)[C@H]1O
  4.4%	-5.4%	0.7%
- N=c1c(C(=O)NC2CCCC2)cc2c(=O)n3ccccc3nc2n1Cc1ccccc1
  18.9%	?	1.3%
- CCCCN(C(=O)c1c(C)noc1C)c1c(N)n(CCCC)c(=O)[nH]c1=O
  -0.6%	-7.3%	3.8%
- COc1ccc(-n2c(=O)c3ccc(C(=O)NCc4ccc(C)cc4)cc3n(Cc3ccc(C)cc3)c2=O)cc1
  -4.0%	-0.7%	-6.7%
- O=C(c1n[nH]c(=O)c2ccccc12)N1CCN(c2ccccc2Cl)CC1
  2.2%	?	-6.6%
- COc1ccccc1C(=O)NNC(=O)c1sccc1-n1cccc1
  -0.5%	-5.2%	-4.4%
- CC1(C)Cc2nc3sc4c(SCC(=O)NCc5ccco5)ncnc4c3cc2CO1
  8.7%	2.06µM*	-5.5%
- CCN(Cc1ccncc1)C(=O)c1cc(COc2c(F)cccc2F)on1
  -13.9%	?	-2.4%
- OC(CNCC1CCCCC1)COc1ccccc1 (stereo unspecified)
  -1.8%	0.6%	-2.8%
- CC(NC(=O)NC1CCCCC1)C(c1cccs1)N1CCN(Cc2ccccc2)CC1 (stereo unspecified)
  -6.2%	?	-23.6%
- Cc1ccccc1N1C(=O)C(Cl)=C(N2CCN(c3ccccc3)CC2)C1=O
  -12.5%	-9.0%	-12.7%
- CCOc1cc(-c2nc(-c3ccc(-c4ccc(C)cc4)nc3OC)no2)cc(OCC)c1OCC
  -4.3%	?	-1.0%
- CCOC(=O)C1OC1(c1ccccc1)c1ccccc1 (stereo unspecified)
  -2.2%	?	.
- O=C(C1CCN(S(=O)(=O)c2cccc3nonc23)CC1)N1CCN(c2ccc(F)cc2)CC1
  -15.0%	20.6µM*	-1.6%
- O=C(NC1CCSc2ccccc21)c1ccccc1F (stereo unspecified)
  13.5%	-5.9%	-0.9%
- CC(=O)NC(CC(=O)OCC(=O)NCCc1ccccc1)c1ccccc1 (stereo unspecified)
  0.7%	-8.7%	-6.3%
- CC(NC(=O)CN(C)CC(=O)Nc1ccc(Cl)c(C(F)(F)F)c1)c1ccccc1 (stereo unspecified)
  -18.4%	20.6µM*	-14.0%
- CCOC(=O)Nc1ccc(S(=O)(=O)NC2CCCCC2)cc1
  -12.0%	?	-0.1%
- Cc1cc(CC(=O)O)c(C)n1-c1ccc(Cl)cc1
  .	-15.2%	?
- N=C(N)c1ccc2cc(OC(=O)c3ccc(N=C(N)N)cc3)ccc2c1
  .	-0.5%&1.6%	-26.5%&1.6%
- CCN(Cc1ccccc1)C(=O)CCS(=O)(=O)c1ccc2c(c1)NC(=O)CO2
  -2.0%	?	-4.8%
- O=C(NCC(=O)N(CCN1CCOCC1)C(C(=O)NC1CCCC1)c1ccccc1)c1cccs1 (stereo unspecified)
  4.5%	-13.1%	5.8%
- CCCCN1C(=O)c2ccc(C(=O)Nc3c(N)n(CCCC)c(=O)n(C)c3=O)cc2C1=O
  -6.2%	2.1%	-0.1%
- COc1ccc(C(=O)c2ccc(Br)cc2)c(OC)c1OC
  3.8%	-6.3%	.
- COc1ccc(CNC(N)=O)cc1OC
  -10.9%	-3.2%	-3.0%[0.501 µM]
- C=CCOc1cccc(C2/C(=C(/O)c3ccc(C)cc3)C(=O)C(=O)N2CCN2CCOCC2)c1 (stereo unspecified)
  -0.1%	?	?
- O=C(OCc1cn(-c2ccc(Cl)cc2)nn1)c1ccccc1
  1.4%	-15.8%	2.9%
- Cc1ccc(C)c(NC(=O)CN(C)C(=O)CSCc2c(C)noc2C)c1
  3.3%	2.5%	-0.5%
- NC(=O)c1nsc(C(=O)N(c2ccc3c(c2)OCO3)C(C(=O)NCC2CCCO2)c2ccc(F)cc2)c1N (stereo unspecified)
  5.3%	-13.4%	-5.9%
- CCCOc1ccc(/C=C/C(=O)NC2CCCCC2)cc1
  20.1%	-25.7%	-1.3%
- CCOC(=O)c1cnc2ccc(C)cc2c1Sc1ccccc1C(=O)OC
  -12.9%	?	?
- CCCCn1c(N)c(N(CCC(C)C)C(=O)C2=NN(c3cc(C)ccc3C)C(=O)CC2)c(=O)[nH]c1=O
  3.4%	2.4%	-4.8%

(list continues)
Values run as follows: FEN1 inh	DT40 TDP1 CPT	KAT2A inh
- CCOc1ccc(-n2c(=O)c3c(C)c(C)sc3n(CC(=O)N(CC)Cc3ccccc3)c2=O)cc1
  -5.1%	18.4µM*	-0.4%
- CSc1nc(C)[nH]c(=O)c1C#N
  -13.9%	-2.3%	-5.3%
- O=C1CN(C(=O)CSc2nnc(Nc3ccccc3)s2)c2ccccc2N1
  -1.4%	-1.1%	-4.0%
- CCOC(=O)C1(CCc2ccccc2)CCN(C(=O)c2cccc(C)n2)CC1
  -12.0%	?	-21.7%
- COc1cc(C(=O)NNC(=O)/C=C/c2ccco2)cc(OC)c1OC
  -2.2%	6.3%	-5.8%
- C[C@H](CO)N1C[C@H](C)[C@H](CN(C)C(=O)Nc2ccc(F)cc2)Oc2c(NC(=O)c3ccc(-c4nccs4)cc3)cccc2C1=O
  -20.3%	?	-7.2%
- O=C1NCCc2cc3c(cc21)OCO3
  2.8%	3.5%	-3.4%
- Cc1oc(-c2cccc(Cl)c2)[n+]([O-])c1C
  0.1%	?	56.3%[activator]
- Cn1ccnc1Sc1ccc(C(N)=O)cc1[N+](=O)[O-]
  2.5%	0.9%	-7.7%
- Cc1nn(Cc2ccc([N+](=O)[O-])cc2)c(=O)n1-c1ccccc1Cl
  2.7%	1.0%	-8.7%
- Cc1nc2ccccc2c(=O)n1NC(=O)COc1ccccc1
  -11.8%	-1.1%	?
- O=C(c1cccs1)N(Cc1ccc(F)cc1)C1CCS(=O)(=O)C1 (stereo unspecified)
  -1.8%	12.5%	14.1%
- CCN(C(=O)COC(=O)CCNS(=O)(=O)c1ccccc1F)c1c(N)n(Cc2ccccc2)c(=O)[nH]c1=O
  8.5%	-20.7%	-2.8%
- COc1ccc(CNc2cc([N+](=O)[O-])ccc2OC)cc1
  -14.8%	-18.6%	-12.4%
- COc1ccccc1CNC(=O)CCC1N=C2c3ccccc3N=C(SCC(=O)Nc3ccc(N(C)C)cc3)N2C1=O (stereo unspecified)
  5.0%	?	-2.1%
- COC(=O)c1cc(=O)nc2sc(-c3ccccc3)nn12
  -5.2%	-12.3%	2.8%
- O=C1NC2(CCCCC2)N(C(=O)c2ccccc2)C2=C1CCCC2
  2.1%	-7.9%	1.4%
- COc1ccc(OC)c(/C=C/C(=O)OCC(=O)N2C(C)CCCC2C)c1 (stereo unspecified)
  -3.4%	?	-10.8%
- COc1ccc(NC(=O)c2oc3ccccc3c2C)c(OC)c1
  -1.8%	?	-5.4%
- O=C(O)c1coc2ccccc12
  -6.0%	-0.4%	-5.8%
- Cc1ccc(-c2c(C)c(-c3ccc(F)cc3)nc(N)c2C#N)o1
  12.9%	8.4%	-6.0%
- Oc1cc(O)c2c(c1)O[C@H](c1ccc(O)c(O)c1)[C@@H](O)C2
  14.8%	-12.6%&-1.3%	-2.2%&-21.7%
- Cc1ccc(C(=O)N/C(=C/c2ccccc2)C(=O)NC(Cc2ccccc2)C(=O)O)cc1 (stereo unspecified)
  -1.0%	-18.7%	-0.9%
- Oc1ccc(NCc2ccc(OCc3ccccc3)cc2)cc1
  ?	6.51µM*	-10.3%&-8.6%
- CCOC(=O)N1CCN(C(=O)c2cc(COc3cccc(C(F)(F)F)c3)on2)CC1
  -3.9%	?	-6.2%
- Cc1ccc(NC(=O)c2ccc(S(=O)(=O)NCc3cccnc3)cc2)c(C)c1
  2.1%	-25.8%	-2.6%
- CCOC(=O)N1CCN(C(=O)C2CCN(S(=O)(=O)c3cc(C)ccc3OC)CC2)CC1
  -4.0%	-15.5%	-10.4%
- CCCCCSc1nc2sc3c(c2c(=O)n1-c1ccc(OC)cc1)CCN(C(C)=O)C3
  -13.0%	?	?
- O=C1C=C(c2ccc(O)cc2)C[C@@H](c2ccc(Cl)cc2)C1
  -8.6%	?	-3.1%
- COc1ccc(/C=C(/NC(=O)c2ccco2)C(=O)N2CCCCCC2)cc1OC
  2.7%	0.1%	-0.8%
- CC(=O)OC1CC(O)C(C)(C)C2CC(OC(C)=O)[C@]3(C)C(CC[C@@]4(C)C(c5ccoc5)OC(=O)C5OC534)[C@]12C (stereo partly specified)
  .	4.6%	-2.7%
- Cn1nc(C(F)(F)F)cc1-c1ccc(S(N)(=O)=O)s1
  -6.1%	13.0%	-1.8%

Only part of the results is shown, so the mix of outcomes need not match the whole.
